GSIS activator = GLuc luminescence reporter in INS-1E cells, primary screen for activators of glucose-dependent secretion of insulin. INS-1E GLuc reporter insulin secretion, 2-3 h. actives 0.61% (n = 370,000). activation, % at 16.6 µM;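 active = lowest replicate activation of at least 40%, so every replicate reaches that level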;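 also: 0% = median of neutral control wells and 100% = median of IBMX positive control wells; some compounds called inactive have numbers as strong as hits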
EWS-Fli block = EWS/Fli-driven NR0B1 reporter inhibitors, primary screen, A673 cells, NR0B1 luciferase, luminescence, MLPCN library | viability-normalised | inhibition, % at 12.6 µM | actives 0.67% (n = 350,000);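 active = mean inhibition of at least 50% after viability correction, with every replicate also passing that limit; inconclusive = mean reaches 50% but only one of two replicates passes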;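 also: firefly luciferase signal divided by Alamar Blue viability fluorescence both relative to DMSO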
Xi reactivation = activators of inactive X chromosome reactivation, primary screen, imaging, XiGFP fibroblasts, GFP high-content imaging, set 2 | XiGFP mouse fibroblasts, % GFP-positive cells imaging, 3 d; cells co-treated with 5-aza-dC sensitizer; scaled so ellipticine positive control = 100% | activation, % at 7.58 µM | actives 0.055% (n = 360,000) | AID 743238, 2013;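 active = mean normalized replicate activation at least 10% and every replicate at or above 10%; inconclusive = only one of the two criteria met; inactive = mean below 10% and not all replicates reach 10%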;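 also: 0% = median of on-plate neutral control wells and 100% = ellipticine 6 µM median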
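Material: SV40-immortalized XiGFP fibroblast cells, line 68-5-11 | Buffer or medium: DMEM containing 5-aza-dC | Dosing: One concentration, pinned | Times: 3 d treatment, 15 min room-temperature fixation | Controls: Ellipticine 6 µM positive control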
CFTR F508del cor = F508del CFTR correction, initial screen, CFBE line, single point; CFBE cells, YFP halide quenching; stimulated with forskolin plus potentiator P3; % fluorescence drop versus neutral controls; activity (quench increase), % at 7.58 µM; actives 0.36% (n = 350,000); AID 720511, 2013;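 active = mean added fluorescence quench of at least 8% versus neutral control, with both replicates also reaching 8%; inconclusive = only one of the mean or replicate conditions met; inactive = mean below 8% and not both replicates reaching 8%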;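 also: cells transiently co-express mutant CFTR-F508del with the halide-sensitive YFP; corrector assay measuring rescue of mutant channel to the surface after 24 h compound exposure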
ERp5 inh = inhibitors of ERp5-driven insulin aggregation, primary screen, biochemical, turbidity, absorbance 650 nm, single point; Protein disulfide-isomerase A6 (Homo sapiens), Q15084; 90 min; inhibition, % at 9.99 µM; actives 0.05% (n = 350,000);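 active = mean replicate inhibition above about 25%, with every replicate also reaching it, limit read from the data, passing the limit was not always enough; inconclusive = only one of those two criteria met; inactive = neither criterion met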
Target sequence (Q15084 whole entry, looked up): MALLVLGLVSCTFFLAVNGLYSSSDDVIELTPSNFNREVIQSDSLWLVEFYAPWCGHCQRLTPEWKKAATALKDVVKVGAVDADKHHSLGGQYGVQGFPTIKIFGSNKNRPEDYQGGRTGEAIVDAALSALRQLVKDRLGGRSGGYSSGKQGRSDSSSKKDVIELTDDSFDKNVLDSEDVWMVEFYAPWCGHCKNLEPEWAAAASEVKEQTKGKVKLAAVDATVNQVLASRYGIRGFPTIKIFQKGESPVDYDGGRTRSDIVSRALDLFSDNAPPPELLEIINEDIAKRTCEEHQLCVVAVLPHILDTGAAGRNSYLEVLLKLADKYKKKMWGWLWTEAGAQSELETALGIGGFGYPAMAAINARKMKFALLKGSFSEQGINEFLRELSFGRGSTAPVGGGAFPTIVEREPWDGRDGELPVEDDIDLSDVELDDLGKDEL
DENV2 CPE = inhibitors of DENV2 cytopathic effect, primary screen, cell-based, plate reader, single concentration; DENV2-infected cells, cytopathic effect rescue; CPE inhibition, % at 9.99 µM; actives 1.7% (n = 350,000); in the data active = CPE inhibition above about 20%, passing the limit was not always enough; inconclusive = no clear call, values can overlap the other calls; tested in BHK-21 cells;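 also: 0% = median of neutral control wells and 100% = median of positive control wells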
ARNT TACC3 PPI = disruptors of ARNT/TACC3 protein interaction, primary screen, biochemical, AlphaScreen, single concentration; AlphaScreen His-ARNT PAS-B/GST-TACC3 binding, luminescence; TACC3 fragment carries E629A point mutation; inhibition, % at 9.99 µM; AID 623870, 2012; Transforming acidic coiled-coil-containing protein 3 (Homo sapiens), Q9Y6A5; actives 0.66% (n = 390,000);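 active = mean inhibition of replicates at least 50% and at least half of replicates each reaching 50%; inconclusive = half or more replicates reach 50% but mean below 50%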;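 also: 0% = complete ARNT plus TACC3 wells and 100% = ARNT alone without TACC3; many hits fall short of the cut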
PAX8 inh HTS = inhibitors of PAX8-driven TPO luciferase reporter, primary screen, RMG-I cells, single concentration. inhibition, % at 12.6 µM. SteadyGlo, 24 h. AID 652154, 2013. actives 1.2% (n = 360,000);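 active = mean replicate inhibition at least 60% with every replicate also reaching 60%; inconclusive = only one of the two criteria is met; inactive = mean below 60% and not all replicates reaching 60%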;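 also: luciferase light reporting Pax8 driven TPO promoter activity; plate controls were median of neutral control wells for no effect and mitoxantrone controls for full effect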
* marks the source's active call; other numbers are inactive results; ? = inconclusive; . = no result given.

Results follow in this order: GSIS activator	EWS-Fli block	Xi reactivation	CFTR F508del cor	ERp5 inh	DENV2 CPE	ARNT TACC3 PPI	PAX8 inh HTS
- CN1C(=O)c2cc(NC(=O)c3ccc(Cl)cc3)ccc2OC[C@@H]2O[C@@H](CC(=O)NCc3cccc(F)c3)CC[C@@H]21
→ 2	23	0.4	-4.5	1	-10	12	30
- C/C=C(\C)C(=O)NCCN1C2=NC[C@@H](Cc3ccccc3)N2C[C@H]1Cc1ccc(O)cc1
→ -5	-3	0.0	0.3	6	-1	-20	18
- CCC(=O)N1[C@@H]2c3ccc(-c4cccnc4)c(=O)n3C[C@H]1[C@H](CO)[C@H]2C(=O)NC1CCC1
→ 8	0	0.3	-2.4	-2	-8	1	3
- O=C(CSc1n[nH]c(-c2ccccn2)n1)Nc1cccc(Cl)c1
→ -10	16	0.4	2.9	0	12	56*	.
- CN1CCN(C(=O)CSc2ccc(C(F)(F)F)cc2[N+](=O)[O-])CC1
→ -3	.	0.0	.	.	.	3	25
- CCN(c1ccccc1)S(=O)(=O)c1ccc(Oc2ccc([N+](=O)[O-])cc2)nc1
→ -21	9	0.1	-0.7	-4	6	1	6
- COc1ccc(OC)c(/C=C/C(=O)Nc2cccc(S(=O)(=O)NC3=NCCCCC3)c2)c1
→ -23	-6	0.4	3.2	-13	-8	1	8
- Cc1cc([N+](=O)[O-])ccc1NCc1ccccc1[N+](=O)[O-]
→ 6	17	0.0	2.6	1	3	-4	7
- COc1ccc(OCC(O)CNCCNc2nccc(C(F)(F)F)n2)cc1 (configuration not stated)
→ 8	3	0.0	0.9	7	3	-11	8
- CNC[C@@H]1Oc2ccc(NS(=O)(=O)c3cccs3)cc2C(=O)N([C@@H](C)CO)C[C@H]1C
→ 18	-13	0.1	3.0	-5	2	-1	.
- Cc1cnc(C(=O)OCc2nc3ccccc3o2)cn1
→ -8	-4	0.2	1.0	19	-3	-20	-3
- O=c1[nH]nnc2c1ncn2C1OC(CO)C(O)C1O (configuration not stated)
→ 9	6	0.4	-1.3	2	-10	.	97*
- CCc1ccccc1NC(=O)C1(S(=O)(=O)c2ccc(C)cc2)CC1
→ -7	12	0.1	3.0	-4	16	1	20
- C[C@@H]1CN([C@H](C)CO)C(=O)Cc2cc(NS(C)(=O)=O)ccc2O[C@H]1CN(C)CC1CCCCC1
→ 20	1	0.3	-0.2	.	.	.	5
- O=C(C1CC1)N1CC2(C1)[C@H](c1ccccc1)[C@H](CO)N2S(=O)(=O)c1ccccc1
→ 11	5	0.1	3.4	1	-14	.	6

Single records, from the list above. Values in the order: GSIS activator | EWS-Fli block | Xi reactivation | CFTR F508del cor | ERp5 inh | DENV2 CPE | ARNT TACC3 PPI | PAX8 inh HTS
CN1CCN(C(=O)CSc2ccc(C(F)(F)F)cc2[N+](=O)[O-])CC1 is entered as -3 | . | 0.0 | . | . | . | 3 | 25
Cc1cc([N+](=O)[O-])ccc1NCc1ccccc1[N+](=O)[O-] is entered as 6 | 17 | 0.0 | 2.6 | 1 | 3 | -4 | 7
COc1ccc(OC)c(/C=C/C(=O)Nc2cccc(S(=O)(=O)NC3=NCCCCC3)c2)c1 is entered as -23 | -6 | 0.4 | 3.2 | -13 | -8 | 1 | 8

Other entries
Results follow in this order: GSIS activator	EWS-Fli block	Xi reactivation	CFTR F508del cor	ERp5 inh	DENV2 CPE	ARNT TACC3 PPI	PAX8 inh HTS
- COc1ccc(C(=O)OCC(=O)N2CCc3ccccc32)cc1S(=O)(=O)N1CCOCC1
→ .	-2	0.2	0.9	-4	0	3	5
- COc1ccc(-c2cc3ncnc(Cl)c3s2)cc1
→ 25	-41	0.0	-5.0	-4	-6	-27	-57
- CNC[C@@H]1OCCCC[C@@H](C)Oc2ccc(NS(=O)(=O)c3cn(C)cn3)cc2C(=O)N([C@H](C)CO)C[C@H]1C
→ 3	-1	0.0	-0.8	.	1	-1	-41
- N#Cc1ccc(-c2ccc(OCC(=O)NCC(=O)Nc3ccc(F)c(F)c3F)cc2)cc1
→ 12	6	0.1	-3.3	-2	?	-27	.
- CC(C)Oc1ccc(C(=O)NCC(=O)Nc2ccc3c(c2)CCC3)cc1
→ -37	-33	0.0	-1.5	-5	16	-7	-34
- CS(=O)(=O)N(CC(=O)N1CCCC1)C1CCCCC1
→ 18	-2	-0.1	-0.5	-1	2	.	-15
- Cc1noc(C)c1NC(=O)Nc1ccc2c(c1)C(=O)N([C@H](C)CO)C[C@@H](C)[C@@H](CN(C)C(=O)Nc1ccc(C(F)(F)F)cc1)OCCCC[C@@H](C)O2
→ 6	19	0.1	0.3	10	-6	7	-2
- O=C(Nc1ncccc1O)c1c(O)c2ccccc2[nH]c1=O
→ -24	-10	0.1	5.0	-9	3	31	0
- CO[C@@H]1CN(C)C(=O)c2ccc(NS(C)(=O)=O)cc2OC[C@H](C)N(CC2CCOCC2)C[C@H]1C
→ 11	-2	-0.3	-1.2	13	-2	-9	.
- O=C(CCn1cnnn1)Nc1cccc(F)c1
→ 12	-2	0.1	.	9	12	-2	-2
- Cc1ccc(OCCNS(=O)(=O)c2ccc(N3CCCC3=O)cc2)cc1C
→ -67	2	.	1.6	4	-3	.	.
- O=c1c2ccccc2c(-c2ccccc2)nn1-c1ccccn1
→ 53*	1	0.0	-3.7	-3	5	-7	-140
- CCC(=O)N(CC)C[C@H]1[C@H](c2ccccc2)[C@@H](CO)N1C(C)=O
→ 8	-1	0.0	-0.2	16	-8	0	5
- COc1ccc(S(=O)(=O)N(C)C[C@@H]2OCCCC[C@@H](C)Oc3ccc(NS(=O)(=O)c4cn(C)cn4)cc3C(=O)N([C@@H](C)CO)C[C@@H]2C)cc1
→ 4	.	0.0	-0.6	6	4	3	-11
- COc1ccc(NC(=O)Nc2ccc3c(c2)CC(=O)N([C@@H](C)CO)C[C@@H](C)[C@@H](CN(C)C(=O)Nc2ccc4c(c2)OCO4)O3)cc1
→ 0	-19	-1.2	0.7	1	10	-5	-5
- CC(=O)c1cccc(NC(=O)c2cc(-c3cccs3)on2)c1
→ -4	-100	0.0	0.4	-1	1	.	-19
- CC(=O)c1c(C)[nH]c(C(=O)OCC(=O)Nc2ccc(C)cc2[N+](=O)[O-])c1C
→ -20	.	0.5	.	.	.	-4	19
- O=C(CSc1nnc(C2CCCCC2)o1)Nc1ccccc1Cl
→ 0	-57	0.1	-0.2	2	0	-5	-160
- Cc1ccc(S(=O)(=O)Nc2ccc3c(c2)CC(=O)N([C@H](C)CO)C[C@@H](C)[C@@H](CN(C)S(=O)(=O)c2ccc(C)cc2)O3)cc1
→ 1	8	0.2	-2.1	0	-2	-10	15
- O=C(N/C(=C/C=C/c1ccccc1)C(=O)N1CCCCC1)c1ccc([N+](=O)[O-])cc1
→ 1	10	-0.2	-0.2	-2	14	-6	46
- C[C@@H]1CCCCO[C@@H](CN(C)C(=O)Nc2cccc3ccccc23)[C@H](C)CN([C@@H](C)CO)C(=O)c2cc(N(C)C)ccc2O1
→ 12	-7	0.1	-2.0	4	-4	29	17
- Cc1cc(C)c(C(=O)NC2CC(C)(C)Cc3c2cnn3-c2ccccc2)o1 (configuration not stated)
→ -7	16	0.1	0.6	11	5	-8	18
- C[C@@H]1CCCCO[C@H](CN(C)C(=O)c2ccncc2)[C@H](C)CN([C@@H](C)CO)C(=O)c2cc(NS(=O)(=O)c3cn(C)cn3)ccc2O1
→ 32	-2	-0.4	-2.8	2	1	-12	4
- C[C@@H]1CCCCO[C@H](CN(C)Cc2ccncc2)[C@@H](C)CN([C@H](C)CO)C(=O)c2cc(NC(=O)c3ccncc3)ccc2O1
→ 27	.	0.1	0.0	0	3	-7	-7
- CCCNCc1cc(OC)c(OCC(=O)Nc2ccccc2)cc1Br
→ 13	-14	0.0	-1.2	-2	-4	-2	7
- C[C@@H]1CN([C@H](C)CO)C(=O)c2cc(NS(=O)(=O)c3ccc(F)cc3)ccc2O[C@@H]1CN(C)Cc1ccc(C(=O)Nc2ccccc2N)cc1
→ 10	44	-0.3	0.1	11	?	.	13
- CCN(CC)c1ccc(S(=O)(=O)N2CCOCC2)cc1NC(=O)CSC(=S)N1CCCC1
→ 6	.	0.2	0.1	5	4	8	.
- O=C(Nc1ccccc1N1CCOCC1)c1ccc(Cl)nc1
→ -6	6	0.0	-2.5	-1	2	-5	25
- COc1c(O)cccc1[C@@H](O)C1CCN(CCc2ccc(F)cc2)CC1
→ 7	-5	-0.3	2.7	-3	-5	0	-27
- N#CC1(NC(=O)COC(=O)/C=C/c2ccc3ccccc3n2)CCCCC1
→ 19	.	0.0	3.3	7	-9	-3	14
- C[C@H](CO)N1C[C@H](C)[C@@H](CN(C)C(=O)Nc2ccc(F)cc2)Oc2c(NS(=O)(=O)c3ccc(Cl)cc3)cccc2C1=O
→ -10	0	0.0	1.8	1	2	1	16
- O=C(O)CSc1nnc(Cc2cccc3ccccc23)n1-c1cc(C(F)(F)F)cc(C(F)(F)F)c1
→ -4	9	0.0	2.9	2	-2	-2	4
- COc1ccc(OC)c(CNC(=O)CCn2c(=O)c3cccn3c3ccc(F)cc32)c1
→ -3	.	0.0	-2.0	-2	-1	-2	-6
- Cc1[nH]c2ccccc2c1C(=O)C(=O)NCCc1c[nH]c2ccccc12
→ -4	11	0.4	-1.0	-4	16	10	-6
- C[C@H]1CN([C@@H](C)CO)C(=O)CCCn2nncc2CO[C@H]1CN(C)Cc1cccc2c1OCCCO2
→ 14	4	0.2	-5.8	-4	-3	-3	.
- Cc1ccc(-n2c3c(cc(C(=O)NCc4ccco4)c2=O)C(=O)CCC3)cc1
→ 8	11	0.1	1.0	-7	0	-4	-3

Exported field by field: part of the list above.
C[C@H](CO)N1C[C@H](C)[C@@H](CN(C)C(=O)Nc2ccc(F)cc2)Oc2c(NS(=O)(=O)c3ccc(Cl)cc3)cccc2C1=O
- GSIS activator = -10
- EWS-Fli block = 0
- Xi reactivation = 0.0
- CFTR F508del cor = 1.8
- ERp5 inh = 1
- DENV2 CPE = 2
- ARNT TACC3 PPI = 1
- PAX8 inh HTS = 16

O=C(O)CSc1nnc(Cc2cccc3ccccc23)n1-c1cc(C(F)(F)F)cc(C(F)(F)F)c1
- GSIS activator = -4
- EWS-Fli block = 9
- Xi reactivation = 0.0
- CFTR F508del cor = 2.9
- ERp5 inh = 2
- DENV2 CPE = -2
- ARNT TACC3 PPI = -2
- PAX8 inh HTS = 4

Assay outcomes from PubChem BioAssay.
